Fluorescein fluor: compound autofluorescence in fluorescein spectral region; Compound autofluorescence, 480/540 nm, fluorescein-equivalent; stronger effect = higher value; max fluorescein-equivalent concentration, M; 59,000 compounds, 0.91% hits; AID 593; in the data active = max fluorescein-equivalent concentration above about 10 nM; inconclusive = between about 1.1 nM and that limit
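Autofluorescence profiling; 100 mM Tris, pH 8.0; incubation 15 min at RT; ex/em 480/540 nm; result as fluorescein-equivalent concentration.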
HADH2 inh: inhibitors of human HADH2 dehydrogenase | Q99714 | recombinant HADH2, NADH fluorescence, beta-hydroxybutyryl-CoA | Potency, µM (doses to about 57.1 µM), for the others: at the highest dose activity change, negative = inhibition, usual class: inhibitors | 73,000 compounds, 3.4% hits; note: potency is the fitted concentration of half-maximal effect; % is set by controls: 0 for no effect and ±100 for the full control effect; nearly all actives have a fitted effect of over 60% in size; many of its hits are not listed in these tables
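His-tagged recombinant enzyme from E. coli, 20 nM, preincubated 15 min RT with compound; reaction started with 1 mM NAD+ and 90 uM beta-hydroxybutyryl-CoA in 100 mM Tris-HCl pH 9.0. NADH fluorescence (ex 360/em 450) read over 4 min; last-minus-first difference.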
Tau fil binding: tau filament binding; recombinant tau filaments, thioflavin S fluorescence, 15 h; filaments grown with octadecylsulfate alongside compound; Potency, µM (doses to about 57.1 µM), without a hit: top-dose activity change, negative = inhibition; 71,000 compounds, 2% hits;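 note: potency is the fitted concentration of half-maximal effect; % is set by controls: 0 for no effect and ±100 for the full control effect; actives lower thioflavin S fluorescence by blocking filaments or displacing dye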
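His-tagged recombinant human tau (exons 2, 3, 10; 1 uM final) fibrillized with 30 uM sodium octadecylsulfate, 15 h at 37 C, in pH 7.4 HEPES buffer with 10 uM thioflavine S and 5 mM DTT. Reduced ThS fluorescence (450/510 nm) marks activity.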
Casp1 inh: allosteric or competitive inhibitors of human caspase-1. Caspase-1 enzyme, Ac-WEHD-AFC fluorogenic rate. P29466. Potency, µM (top dose mostly 57.5 µM), without a hit: at the highest dose activity change, negative = inhibition, actives largely listed as inhibitors. 75,000 compounds, 0.03% hits;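 note: potency is the fitted concentration of half-maximal effect; plate controls were vehicle for no effect and no substrate for full effect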
Texas Red fluor: Texas Red region autofluorescence. Compound fluorescence, Texas Red channel, 547/618 nm; stronger effect = higher value. max dye-equivalent concentration, M. 59,000 compounds, 0.06% hits. AID 587; in the data active = max dye-equivalent concentration above about 10 nM; inconclusive = between about 1.1 nM and that limit
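Fluorescence at ex 547/em 618 nm, normalized against an on-plate Texas Red standard series to give dye-equivalent concentration per compound concentration. Buffer 100 mM Tris, pH 8.0; 15 min RT incubation before CCD imaging.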
FLuc inh: firefly luciferase inhibition; P08659; purified firefly luciferase, luminescence, 8 min; Potency, µM (series often up to 57.1 µM), without a hit: at the highest dose activity change, negative = inhibition, usual class: inhibitors; 72,000 compounds, 2.2% hits; note: potency is the fitted concentration of half-maximal effect; % is set by controls: 0 for no effect and ±100 for the full control effect; nearly all actives have a fitted effect of over 40% in size
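qHTS concentration-response profiling: light output of P. pyralis luciferase with luciferin and 10 uM ATP, imidazole buffer pH 7.2. Read by luminescence after 8-min room-temperature incubation.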
HEK293 cAMP cs: parental HEK293 cAMP activation (counter-screen); Potency, µM (highest dose often 57.1 µM), for the others: at the highest dose activation, usual class: activators; AID 938; parental HEK293 CNG cAMP sensor, membrane potential fluorescence; 73,000 compounds, 2.5% hits; note: potency is the fitted concentration of half-maximal effect; % of control where 0% means no effect; nearly all actives have a fitted effect of over 55% in size
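Parental HEK 293 cells stably expressing a cAMP-gated CNG channel were loaded with membrane potential dye containing 100 uM RO 20-1724 for 60 min. Compound added for 30 min; depolarization read as fluorescence intensity at 590 nm.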
Rhodamine autofl: compound autofluorescence in rhodamine spectral region. 59,000 compounds, 0.05% hits. max dye-equivalent concentration, M. Rhodamine-region fluorescence, 547/598 nm, Tris buffer; stronger effect = higher value; in the data active = max dye-equivalent concentration above about 11 nM; inconclusive = between about 1.1 nM and that limit
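Compounds in 100 mM Tris buffer, pH 8.0, were incubated 15 min at room temperature, then read at 547 nm excitation and 598 nm emission. Fluorescence was normalized against a per-plate six-point rhodamine standard curve as dye-equivalent concentration.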
USP2a inhib: inhibitors of human ubiquitin-specific protease USP2a. 60,000 compounds, 0.1% hits. Potency, µM (highest dose often 38.3 µM), for the others: at the highest dose activity change, negative = inhibition, usual class: inhibitors. USP2a enzymatic assay, qHTS inhibition. O75604. AID 927;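 note: potency is the fitted concentration of half-maximal effect; nearly all actives have a fitted effect of over 60% in size; plate controls were DMSO for no effect and NEM full inhibition control for full effect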
Target sequence (O75604 whole entry, looked up): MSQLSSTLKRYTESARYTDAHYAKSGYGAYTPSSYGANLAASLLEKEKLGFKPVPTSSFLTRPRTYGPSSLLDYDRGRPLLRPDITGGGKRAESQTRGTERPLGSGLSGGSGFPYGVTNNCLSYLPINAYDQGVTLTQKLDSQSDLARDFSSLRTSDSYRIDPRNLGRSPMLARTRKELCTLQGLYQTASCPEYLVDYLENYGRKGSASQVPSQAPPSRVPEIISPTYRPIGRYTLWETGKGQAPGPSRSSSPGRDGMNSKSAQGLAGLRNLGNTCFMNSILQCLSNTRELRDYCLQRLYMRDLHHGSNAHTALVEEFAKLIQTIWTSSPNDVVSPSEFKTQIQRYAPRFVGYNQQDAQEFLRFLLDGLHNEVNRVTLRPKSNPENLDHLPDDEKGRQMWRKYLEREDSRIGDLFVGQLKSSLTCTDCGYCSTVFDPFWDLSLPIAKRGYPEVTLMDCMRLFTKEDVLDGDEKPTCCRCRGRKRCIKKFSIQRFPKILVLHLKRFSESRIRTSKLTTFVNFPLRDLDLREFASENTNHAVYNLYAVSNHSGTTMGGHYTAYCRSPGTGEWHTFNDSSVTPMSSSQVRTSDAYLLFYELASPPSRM
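USP2 core (20 nM final) was preincubated with compound for 30 min at RT in 20 mM Tris-HCl pH 8.0, 2 mM CaCl2, 2 mM beta-mercaptoethanol; Ub-PLA2 (20 nM) plus NBD C6-HPC (20 uM) then added, fluorescence read after 2.5 h.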
ERK AVP inh: inhibitors of vasopressin-stimulated ERK signaling pathway. HEK293-V1b, vasopressin-stimulated pERK AlphaScreen. Potency, µM (top dose mostly 57.5 µM), for inactives: at the top dose activity, negative = inhibition, actives largely listed as inhibitors. 72,000 compounds, 0.99% hits. AID 995; note: potency is the fitted concentration of half-maximal effect; % is set by controls: 0 for no effect and ±100 for the full control effect; nearly all actives have a fitted effect of over 55% in size
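qHTS, compounds titrated on V1b-expressing HEK293 cells. Preincubation 30 min at 37C, vasopressin 25 nM for 5 min, lysis 10 min, bead incubation 5 hr at room temperature.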
Casp7 inh: allosteric or competitive inhibitors of human caspase-7; P55210; recombinant caspase-7, Ac-DEVD-AFC fluorescence rate; Potency, µM (highest dose often 57.5 µM), inactives show at the top dose activity change, negative = inhibition, usual class: inhibitors; 75,000 compounds, 0.02% hits; AID 889; active = well fitted inhibition curve with a large enough effect in the main read-out, with a control signal flat, not every such curve was filed as active; inconclusive = small, poorly fitted or top-dose-only effect, or a change in a side signal; note: potency is the fitted concentration of half-maximal effect; % of control where 0% means no effect
Target sequence (P55210 24-198 limits assumed): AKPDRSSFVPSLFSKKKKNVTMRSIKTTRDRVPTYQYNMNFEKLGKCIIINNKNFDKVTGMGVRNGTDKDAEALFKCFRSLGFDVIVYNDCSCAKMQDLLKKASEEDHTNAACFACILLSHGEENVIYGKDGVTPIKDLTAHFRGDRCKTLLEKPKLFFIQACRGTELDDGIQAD
Target sequence (P55210 207-303 limits assumed): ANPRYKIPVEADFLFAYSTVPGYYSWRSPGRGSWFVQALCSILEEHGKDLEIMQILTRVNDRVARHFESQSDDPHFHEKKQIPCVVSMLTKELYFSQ
Active calls of the source: *; i = inactive; ? = inconclusive; . = not tested or not shown; [ ] = another dose, or the depositor's remark. Unless noted, calls come from the whole dose curve; as a rule, active = well fitted curve in the direction sought with a large enough effect; inconclusive = small, poorly fitted or top-dose-only effect, or another doubt; inactive = no such curve, though single readings can be large; an effect the other way counts as inactive or inconclusive.

SMILES	Fluorescein fluor	HADH2 inh	Tau fil binding	Casp1 inh	Texas Red fluor	FLuc inh	HEK293 cAMP cs	Rhodamine autofl	USP2a inhib	ERK AVP inh	Casp7 inh
CCn1c(COc2cccc3ccccc23)nnc1SCC(N)=O	i	8%	1%	0%	i	0%	19%	i	-4%	-24%	1%
CC(C)CN(C(=O)COC(=O)Cn1cnc2ccccc2c1=O)C1CCS(=O)(=O)C1 (configuration not stated)	?	2%	2%	-1%	i	-1%	9%	i	-1%	-4%	-1%
CC(=O)N1CCN(c2ccc(NCc3cccs3)cc2)CC1	?	7%	25µM*	-1%	?	-2%	-8%	i	-2%	-17%	0%
COc1cccc(C2N(c3cccc(Cl)c3)C(=O)C3CCCN32)c1 (configuration not stated)	.	7%	-19%	-4%	.	2%	6%	.	.	-6%	-3%
Cn1c(=O)c2c(nc(CN3CCC(Cc4ccccc4)CC3)n2CCN2CCOCC2)n(C)c1=O	i	8%	-4%	-2%	?	0%	23%	i	20%	-3%	-4%
Cc1c(C(=O)NCc2cccnc2)oc2ccccc12	.	15%	5%	-3%	.	-1%	14%	.	8%	7%	-3%
O=C(O)CCCCCNS(=O)(=O)c1ccc(Cl)cc1	.	0%	-20%	0%	.	2%	17%	.	-1%	9%	-1%
COC(=O)[C@H](Cc1ccccc1)NC(=O)C/C=C\[C@@H](C)[C@@H](CO)OC	.	-3%[11.4 µM]	.	2%[11.5 µM]	.	1%[11.4 µM]	3%[11.4 µM]	.	.	1%[11.5 µM]	1%[11.5 µM]
O=C(c1csnn1)N1CCC2(CC1)CN(c1ccccn1)C2	i	-10%	0%	0%	i	1%[11.4 µM]	19%	i	3%	17%	-1%
CCCC(=O)c1cc(F)c(N2CCOCC2)cc1C	?	2%	2%	2%	i	-1%	8%	i	-6%	6%	3%
CCOC(=O)Nc1sc2c(c1C#N)CCC(C)C2 (configuration not stated)	i	13%	8%	1%	i	-12%	-6%	i	1%	?	-1%
CCOc1nc(S(=O)(=O)c2ccc(C)cc2)c(Cl)s1	?	-3%	0%	-1%	i	0%	10%	i	4%	22%	-1%
[O-][n+]1onc2c1CCc1c-2nn(-c2ccccc2Cl)[n+]1[O-]	i	-12%	?	1%	?	0%	2%	i	3%	15%	1%
CC(=O)N1CCCc2cc(S(=O)(=O)NC(C(=O)NCc3ccc(C)cc3)C(C)C)ccc21 (configuration not stated)	i	12%	1%	1%	i	0%	5%	i	26%	9%	1%
COc1cc(S(=O)(=O)NC2CCCCC2)ccc1Cl	?	1%	16µM*	-2%	i	3%	-10%	i	-7%	-3%	-1%
COc1cc2c(C(=O)NCCCN3CC(C)CC(C)C3)cn(CC(C)C)c(=O)c2cc1OC (configuration not stated)	?	5%	4%	-1%	i	1%	4%	i	10%	-5%	-2%
CCc1nnc(NC(=O)c2cnccn2)s1	i	-15%	-12%	-1%	i	-2%	0%	i	0%	-5%	0%
CCN(CC)CCNC(=O)Cn1nc(-c2ccccc2)c2ccccc2c1=O	.	7%	12%	0%	.	0%	5%	.	-1%	-21%	0%
CCn1c(C)nc2c(=O)oc3ccccc3c21	?	0%	1%	0%	i	3%	0%	i	.	-4%	2%
Cc1noc(C)c1COc1cccc(C(=O)OCCOc2ccc(F)cc2)c1	i	-8%	3%	-2%	i	1%	?	i	-7%	49%[activator]	-2%
CCCOc1ccc(Br)cc1-c1cc(-c2ccc(Cl)cc2)[nH]c1-c1ccncc1	.	2%	.	4%	.	.	2%	.	.	9%	-1%
O=C(Nc1cccc2cccnc12)c1ccc(Br)o1	i	14%	3%	-2%	?	-11%	?	i	-1%	12%	-1%
CC(=O)Nc1nc(CCC(C)C)cc2c1c(=O)oc1ccccc12	i	19%	7%	-1%	i	-1%	28%	i	-1%	-7%	-2%
Cc1cccc(NC(=O)CCN2CCOCC2)c1	.	3%	-9%	-1%	.	0%	?	.	-3%	?	0%
COc1cccc(-c2nnc(SCC(=O)N3CCOCC3)o2)c1	?	?	0%	-1%	?	-3%	4%	i	?	19%	2%
C=CCNC(=O)C1CC(=O)N(c2ccc(OCC(=O)NCc3ccccc3)cc2)C1 (configuration not stated)	i	7%	17%	2%	i	0%	-1%	i	0%	-3%	0%
COc1cc(Nc2cc(C)nc3ncnn23)cc(OC)c1	.	-1%	0%	1%	.	-6%	7%	.	.	?	0%
COc1cccc(OC)c1C(=O)N1CCOCC1	i	0%	-1%	4%	i	-3%	2%	i	-4%	16%	1%
C#CCOCCCC(=O)O	i	2%[11.4 µM]	7%[11.4 µM]	2%[11.5 µM]	i	3%[11.4 µM]	-1%[11.4 µM]	i	.	3%[11.5 µM]	2%[11.5 µM]
O=C(C1CCC(C(=O)N2CCCCC2)CC1)N1CCCCC1 (configuration not stated)	i	-3%	8%	-1%	i	-1%	14%	i	-3%	-8%	-2%
N#Cc1nc(-c2ccc(F)cc2)oc1NCc1cccc2c1OCO2	.	?	261%	-4%	.	-13%	?	.	.	7.9µM*	-3%
O=C(Nc1ccccc1)c1cccc(N2CCCC2=O)c1	?	-2%	3%	1%	?	-1%	16µM*	i	10%	4%	-5%
CC1CC(C)CN(c2nc3c(c(=O)[nH]c(=O)n3C)n2CCCSc2nc3ccccc3s2)C1 (configuration not stated)	i	5%	9%	2%	i	2%	16%	i	5%	-33%	-3%
CCN1CCCC1CN(Cc1cc2cc(C)ccc2[nH]c1=O)C(=O)Nc1ccccc1OC (configuration not stated)	i	3%	19%	-1%	i	11%	18%	i	9%	?	-2%
Cn1c(=O)n(C)c2cc(S(=O)(=O)N3CCOCC3)ccc21	i	0%	3%	-2%	?	1%	-1%	i	-6%	-11%	0%
CCOC(=O)c1c(C)c2c(n1C)CCC/C2=N\O	?	11%	68%	-1%	i	-4%	0%	i	-7%	3.2µM*	2%

3 entries already listed, arranged by the number in Casp1 inh, highest first.
SMILES | Fluorescein fluor | HADH2 inh | Tau fil binding | Casp1 inh | FLuc inh | USP2a inhib | ERK AVP inh | Casp7 inh
COc1cccc(OC)c1C(=O)N1CCOCC1 | i | 0% | -1% | 4% | -3% | -4% | 16% | 1%
CCN1CCCC1CN(Cc1cc2cc(C)ccc2[nH]c1=O)C(=O)Nc1ccccc1OC (configuration not stated) | i | 3% | 19% | -1% | 11% | 9% | ? | -2%
N#Cc1nc(-c2ccc(F)cc2)oc1NCc1cccc2c1OCO2 | . | ? | 261% | -4% | -13% | . | 7.9µM* | -3%

Next part.
SMILES	Fluorescein fluor	HADH2 inh	Tau fil binding	Casp1 inh	Texas Red fluor	FLuc inh	HEK293 cAMP cs	Rhodamine autofl	USP2a inhib	ERK AVP inh	Casp7 inh
CN(C)C(=O)c1ccc(-c2nc(N(C)C)c3ccccc3n2)cc1	i	4%	-19%	-1%	i	0%[2.29 µM]	-16%	i	5%	-11%	-3%
c1ccc(Cn2c(Nn3cnnc3)nc3ccccc32)cc1	?	9%	2%	2%	i	0%	23%	i	5%	-10%	-4%
N#CC(C(=O)OC1CCCCC1)c1nc2ccccc2nc1N1CCOCC1 (configuration not stated)	?	18%	i	-9%	i	1%	29%	i	10%	-3%	-13%
Cc1noc(C)c1S(=O)(=O)N1CCCC(C(=O)Nc2cccnc2)C1 (configuration not stated)	i	4%	-5%	4%	i	0%	13%	i	1%	15%	2%
CC(=O)N1CCc2cc(Br)cc(S(=O)(=O)NCCN3CCCCC3C)c21 (configuration not stated)	i	-4%	5%	-1%	i	0%	8%	i	4%	3%	1%
Cc1cccc(NC(=O)C2CCN(S(=O)(=O)c3cccc4cccnc34)CC2)c1	.	1%	2%	-4%	.	1%	0%	.	.	?	-3%
COc1ccc(-c2noc(CN(C(=O)c3ccc(OC(C)=O)cc3)C(C)C)n2)cc1OC	i	3%	10%	0%	?	-3%	1%	i	10%	?	0%
O=C(Nc1ccccc1C(F)(F)F)c1cc(S(=O)(=O)N2CCOCC2)ccc1F	i	1%	6%	1%	i	-4%	5%	i	2%	-14%	-1%
CC(C)(C)c1ccc(-c2nnc3sc(-c4ccncc4)nn23)cc1	i	76%[activator]	3%	1%	i	3%	-1%	i	8%	1%	0%
COc1ccc(Cl)cc1N(C)C(=O)CCc1nc(-c2ccc(C)cc2)no1	i	-4%	27%	-3%	i	3%	?	i	-11%	2%	-3%
CCSc1nnc(NC(=O)CSc2nnc(Cc3cccn3C)n2-c2ccc(F)cc2)s1	i	-8%	30%	-2%	i	0%	2%	i	15%	31%	0%
N[C@@H](C(=O)O)c1ccc(C(=O)O)c(O)c1	.	?	?	0%	.	-1%	7%	.	.	6%	-2%
Cc1ccc(NC(=O)CN2C(=O)NC3(CCC(C)CC3)C2=O)c(Cl)c1 (configuration not stated)	?	11%	30%	0%	i	1%	-16%	i	5%	-10%	-1%
Cc1cccc(C)c1NC(=O)CSc1nnc(-c2ccoc2C)n1C	i	30%[activator]	-1%	0%	i	-1%	10%	i	3%	0%	0%

Screening data: PubChem, National Center for Advancing Translational Sciences (NCATS)

A portion of the library. The share of hits here may be higher or lower than overall.
